GAA glycogen mod: inhibitors or activators of human alpha-glucosidase glycogen cleavage; P10253; recombinant GAA, glycogen substrate, Amplex Red glucose oxidase fluorescence; Potency, µM (highest dose often 76.4 µM), without a hit: at the top dose activity change, negative = inhibition, actives largely listed as inhibitors; 300,000 tested, 0.38% active; active means well fitted inhibition curve with a large enough effect;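 further: 0% = full enzyme reaction and -100% = no-enzyme basal signal; the screen sought inhibitors and activators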
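qHTS, 1536-well; enzyme 4 nM final; cpd up to 77 uM; substrate bovine liver glycogen 30 ug; 50 mM citrate/phosphate pH 5.0, 0.01% Tween-20; 37 C, 40 min; Amplex Red detection 45 min RT; Hill fit → AC50.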
* hit, by the source's call; [ ] = remark or other dose. Potency means the concentration at half of the fitted maximal effect.

GAA glycogen mod | canonical_smiles
3.5% | COc1ccc(OC)c(NC(=O)CC2Oc3ccccc3NC2=O)c1 (centres undefined)
2.0% | COc1cccc(-c2coc3cc4oc(=O)c(CC(=O)O)c(C)c4cc23)c1
1.5% | O=C(O)c1ccccc1C(=O)c1ccc(-c2ccccc2)cc1
-11.7%[76.3 µM] | COc1ccc(OC)c(CNS(=O)(=O)c2cc(-c3cc(C)no3)ccc2OC)c1
4.3% | COc1ccc(CNC(=O)CN2C(=O)NC(C)(c3cccc(Br)c3)C2=O)cc1 (centres undefined)
-8.1%[76.3 µM] | CCOC(=O)CC1CCCCN1C(=O)c1ccc2nc(CCOC)oc2c1 (centres undefined)
-19.2%[76.3 µM] | COc1cc(OC)c(NC(=O)CN(C)S(=O)(=O)c2ccc3[nH]c(=O)oc3c2)cc1Cl
1.0%[76.3 µM] | Cc1ccccc1-n1ncc2c1CC(C)(C)CC2NC(=O)CCN1CCCCC1=O (centres undefined)
4.6%[76.3 µM] | COc1ccc(S(=O)(=O)N2CCC(C(=O)N[C@@H](C)C(=O)NC3CC3)CC2)cc1
-8.0%[76.3 µM] | COc1cccc(OCc2cc(C(=O)NCCN3CCCCC3CO)no2)c1 (centres undefined)
-0.9% | Cc1cc(NS(=O)(=O)c2ccc(NC(=O)Nc3cccc(C(F)(F)F)c3)cc2)no1
5.2%[76.3 µM] | CCn1c(CNC(=O)c2ccco2)nnc1SCCOc1ccccc1
-8.3%[76.3 µM] | CC(=O)Nc1ccc(S(=O)(=O)NCC(=O)NCCCc2ccccc2)cc1
6.1% | C=CCN(CC=C)C(=O)CN1C(=O)NC(Cc2c[nH]c3ccccc23)C1=O (centres undefined)
-10.6%[76.3 µM] | CCC(=O)N1CCc2cc(S(=O)(=O)NCCC(=O)NCc3ccccc3OC)ccc21
-3.7% | CCn1c(CN2CCN(C(c3ccccc3)c3ccccc3)CC2)nc2c1c(=O)n(C)c(=O)n2C
-11.4%[76.3 µM] | O=C(c1cc(COc2ccc(F)cc2Cl)on1)N(CCO)Cc1cccs1
-25.1% | COc1ccc(CN(CC(O)COc2cccc3[nH]cc(C)c23)C(C)(C)C)cc1 (centres undefined)
-3.2%[76.3 µM] | CCOc1ccc(NC(=O)CN2C(=O)COc3ccc(S(=O)(=O)N4CCCC4)cc32)cc1
0.5%[76.3 µM] | O=C(C1CCC(=O)N(C2CC2)C1)N1CCC(Oc2ccccc2F)CC1 (centres undefined)
0.3%[76.3 µM] | CCc1ccc(NC(=O)NCc2ccc3c(c2)OCO3)cc1
0.7%[76.3 µM] | Cc1ccc(C)c(S(=O)(=O)N2CCCOC2CNC(=O)C(=O)NCCc2ccco2)c1 (centres undefined)
-9.9% | Cc1ccc(Cn2nnc3c(=O)[nH]c(C4CCN(S(=O)(=O)c5ccc(S(=O)(=O)NC6CC6)cc5)CC4)nc32)cc1
-25.2%[76.3 µM] | Cn1c(SCC(=O)N2CCCCC2)nc2c(c1=O)SCC2
-13.2%[76.3 µM] | CC12CCC(=O)N1C(C(=O)Nc1nnc(SCc3ccc(F)cc3)s1)CS2 (centres undefined)
-2.2% | Cc1ccc(S(=O)(=O)/N=C2\C=C(Nc3cccc(C(=O)O)c3)C(=O)c3ccccc32)c(C)c1
-1.7% | Nc1cc(C(=O)OCC(=O)NCCCc2ccccc2)ccc1Cl
4.7% | Cc1cc(NC(=O)CC2Oc3ccccc3NC2=O)ccc1Br (centres undefined)
0.5%[76.3 µM] | COc1cc(Br)cc(Br)c1OCC(=O)N/N=C/c1c(C)n(C)n(-c2ccccc2)c1=O
-0.6%[76.3 µM] | CN1CCN(c2ccccc2NC(=O)COc2ccc(C3CCCCC3)cc2)CC1
-9.3% | CN(c1ccc(C(=O)NC2CCCC2)cc1)S(=O)(=O)c1ccccc1
0.3% | O=C(NNC(=O)c1cccc(C(F)(F)F)c1)c1ccncc1
9.7% | CCN(CC(=O)Nc1ccc(Br)cc1)C(=O)Cc1cccc(F)c1
1.5% | COc1ccc(C(=O)NCCNc2ccc([N+](=O)[O-])cn2)cc1
-8.4% | COc1ccc(N(C(=O)c2snc(C(N)=O)c2N)C(C(=O)NC2CCCCC2)c2ccc(C)o2)c(OC)c1 (centres undefined)
0.9% | O=[N+]([O-])c1ccc(C(O)CSC(=S)N2CCCCC2)cc1 (centres undefined)
-2.3% | COc1cccc(C(=O)Nc2ccc(C(=O)c3ccncc3)cc2)c1
10.3% | Cc1cc(C(=O)N/N=C/c2c3ccccc3cc3ccccc23)n[nH]1
-2.6%[76.3 µM] | Cc1[nH]c(C)c(S(=O)(=O)N2CCN(c3cccc(Cl)c3)CC2)c1C(=O)N1CCCC1
-0.3% | O=C(NNC(=O)C12CC3CC(CC(C3)C1)C2)c1cccc([N+](=O)[O-])c1

Pulled by structure from above (2):
GAA glycogen mod | canonical_smiles
-0.3% | O=C(NNC(=O)C12CC3CC(CC(C3)C1)C2)c1cccc([N+](=O)[O-])c1
0.3%[76.3 µM] | CCc1ccc(NC(=O)NCc2ccc3c(c2)OCO3)cc1

3 of these compounds, reformatted:
SMILES,GAA glycogen mod
O=C(NNC(=O)c1cccc(C(F)(F)F)c1)c1ccncc1,0.3%
O=[N+]([O-])c1ccc(C(O)CSC(=S)N2CCCCC2)cc1 (centres undefined),0.9%
COc1cc(Br)cc(Br)c1OCC(=O)N/N=C/c1c(C)n(C)n(-c2ccccc2)c1=O,0.5%[76.3 µM]

New compounds follow
GAA glycogen mod | canonical_smiles
0.3% | COc1cccc(COc2ccc3c(C)cc(=O)oc3c2)c1
7.3%[76.3 µM] | CC(C)c1ccc(-c2nnc(SCC(=O)NC3CC3)n2C)cc1
3.8% | Cc1ncc(CSc2nccc(=O)[nH]2)c(CO)c1O
-2.6%[76.3 µM] | CC(C)Cc1ccc(CN2CCCC(NC(=O)c3cccc(-n4cnnc4)c3)C2)cc1 (centres undefined)
-7.8% | Cc1c(CC(=O)O)c(=O)oc2c(C)c(OCc3ccc(F)cc3F)ccc12
-8.8% | CCCNc1nc2nc3ccccn3c(=O)c2cc1C(=O)NCCN1CCOCC1
-12.6% | CC(C(=O)Nc1cccc([N+](=O)[O-])c1)N1C(=O)NC2(CCCC2)C1=O (centres undefined)
7.6% | COc1ccc(Nc2nc(N)c(C(=O)c3ccc(OC)cc3)s2)cc1
-3.4%[76.3 µM] | O=C(Cn1ncc2c([nH]c3ccccc32)c1=O)N1CCc2ccccc2C1
-1.4%[76.3 µM] | Cc1ccc(CNC(=O)CSc2nc3ccccc3[nH]2)cc1
0.1%[76.3 µM] | Cc1c(O)nc(SCC(=O)Nc2nccs2)n(-c2ccccc2F)c1=O
-0.3%[76.3 µM] | Cc1ccc(CNC(=O)C2CCCN(c3ncnc4c3nc3n4CCCCC3)C2)cc1 (centres undefined)
-10.7%[76.3 µM] | O=C(CCCc1c[nH]c2ccccc12)NCCc1c[nH]c2ccccc12
31.6µM* | O=C(O)c1cccc(N/N=C/c2cccc3ccccc23)c1
-5.1% | CC1Oc2ccccc2N(CC(=O)NC2CC2)C1=O (centres undefined)
-7.6% | CSc1ccc(CN(C)C(=O)C(c2ccccc2)c2ccccc2)cc1
-10.9% | Cc1cc(Cl)ccc1OCCCC(=O)Nc1ccc(S(=O)(=O)Nc2ncccn2)cc1
2.1% | CC(=O)Oc1ccccc1/C=C/c1nc2ccccc2c(=O)o1
-1.3%[76.3 µM] | COc1cccc(C2c3[nH]c4ccccc4c3C[C@H]3C(=O)N(c4ccccc4C(=O)N4CCC(C(=O)O)CC4)C(=O)N23)c1 (some centres undefined)
-3.9% | O=C(CCc1c[nH]c2ccccc12)OCc1cccc([N+](=O)[O-])c1
-3.8%[76.3 µM] | O=C(Nc1cccc(NC(=O)c2cccnc2)c1)c1ccccc1
-0.1%[76.3 µM] | CCN1CCN(C(=O)c2ccc3nc(-c4ccccc4)c(-c4ccccc4)nc3c2)CC1
-3.3%[76.3 µM] | COc1ccc(S(=O)(=O)Nc2ccccc2C(=O)N2CCOCC2)cc1F
-6.2%[76.3 µM] | Cc1ccc(-n2ncc3c2CC(C)(C)CC3NC(=O)CCc2c(C)noc2C)cc1 (centres undefined)
-7.1%[76.3 µM] | CCOc1ccc(S(=O)(=O)N2CCC(C(=O)N3CCCCCC3)CC2)cc1Cl
-3.7% | Cc1csc(NC(=O)c2ccc3c(c2)OCO3)n1
3.2% | O=C1CNC(=O)/C(=C\c2ccccc2)N1
-8.2%[76.3 µM] | CCN1CCN(C(=O)c2ccc(OC3CCN(CCc4ccccc4)CC3)cc2)[C@@H](C)C1=O
-12.7%[76.3 µM] | CCOc1ccc(OCC)c(NC(=O)c2nnn(CC(=O)Nc3cc(C)cc(C)c3)c2N)c1
-5.5% | Cc1cnc(NC(=O)CC(C)c2ccccc2)s1 (centres undefined)
3.9%[76.3 µM] | COc1ccc(-c2nc(CS(=O)(=O)CC(=O)NCc3ccccc3OC)c(C)o2)cc1
-0.1%[76.3 µM] | Cn1cnnc1SCC(=O)Nc1ccc(Oc2ccccc2)cc1
-13.0% | Cc1ccc(C(=O)Nc2ccc(OCc3ccccc3)cc2)s1
-0.6%[76.3 µM] | NC(=O)[C@@H]1CCCN1C(=O)c1ccc2nc(Cc3ccccc3F)oc2c1
-0.7%[76.3 µM] | CCc1nnc(NC(=O)CN2C(=O)NC3(CC(C)CC(C)(C)C3)C2=O)s1 (centres undefined)
5.6% | COc1ccc(NC(=O)c2cc(-c3cc(Cl)ccc3O)n[nH]2)c(OC)c1
-2.2%[76.3 µM] | O=C(C1=C(O)C(=O)N(Cc2ccco2)C1c1cccc(Cl)c1)c1ccco1 (centres undefined)
0.1% | Cc1cnc([N+](=O)[O-])n1CCOC(=O)c1cccc(F)c1
3.7% | O=C(CN1C(=O)c2ccccc2C1=O)c1ccc(F)cc1
-3.9% | COc1ccccc1CCC(=O)OCC(=O)Nc1c(Br)cc(C)cc1Br
-17.2% | Cc1ccc(C)c(S(=O)(=O)NCCCc2ccccc2)c1
-4.9%[76.3 µM] | CCCOc1ccc(NC(=O)CC2C(=O)N(c3ccc(OCC)cc3)C(=S)N2C2CC2)cc1 (centres undefined)
-1.5% | OC(CNCc1ccc(Cl)cc1)COc1ccccc1 (centres undefined)
5.2% | CSC[C@H](NC(=O)COc1cc2c(c3oc(=O)cc(C)c13)CCC(C)(C)O2)C(=O)O
7.7% | O=C1[C@H](O)[C@@H](O)C(=O)N1Cc1ccccc1
-3.6%[76.3 µM] | CCCCn1c(N)c(N(Cc2ccccc2OC)C(=O)CCC(C)C)c(=O)[nH]c1=O
5.8% | O=C(CN1CCN(S(=O)(=O)N2CCOCC2)CC1)Nc1ccc(Cl)c(Cl)c1
-4.3%[76.3 µM] | CCN1CCc2c(sc(NC(=O)c3ccc4ccccc4c3)c2C(N)=O)C1
3.8%[76.3 µM] | CCc1nnc(NC(=O)CCC(=O)N2CCN(Cc3ccc(OC)c(F)c3)CC2)s1
12.4% | CC1=CC(c2ccccc2)n2nc(NC(=O)CCCC(=O)O)nc2N1 (centres undefined)
-7.9% | CC(C)C(=O)Nc1c(-c2ccccc2Cl)c(=O)c2ccccc2n1C
-0.6%[76.3 µM] | O=C(CCN1C(=O)/C(=C/c2cccs2)SC1=S)Nc1ccc(C(=O)O)c(O)c1
-1.8% | COc1ccc(OCC(=O)NC2CCCc3ccccc32)cc1 (centres undefined)
-6.3%[76.3 µM] | CC(C)CCN(Cc1ccco1)S(=O)(=O)c1ccc(-c2ccc(=O)[nH]n2)s1
1.4% | CCN1CCN(Cc2nnc(-c3ccc(C)cc3)o2)CC1
-5.3%[76.3 µM] | Cc1c(O)ccc(C(=O)CN2CCN(Cc3ccccc3)CC2)c1O
-12.2%[76.3 µM] | Cc1ccc(NC(=O)COC(=O)CCCC2=NS(=O)(=O)c3ccccc3N2)cc1C
4.8% | Cc1ccc(S(=O)(=O)Nc2c(O)c3ccccc3oc2=O)cc1C
-3.4% | Cc1cccc(OCc2nnc(SCC(=O)N3CCCC3)o2)c1
7.8%[76.3 µM] | O=C(NCc1nnc2c(C(F)(F)F)cc(Cl)cn12)c1ccco1

Continuation:
GAA glycogen mod | canonical_smiles
0.7% | COc1cc(C(=O)NC2CCN(Cc3ccccc3)CC2)cc(Cl)c1OC(C)C
4.1%[76.3 µM] | CCN1CCc2c(OCC(=O)Nc3ccccc3)cccc2C1=O
-1.2% | O=C(NNC(=O)c1cccnc1)c1ccncc1
4.1%[76.3 µM] | O=C(Nc1ccc(F)cc1)NC1CCCCCCC1
2.9%[76.3 µM] | CC1c2cc3c(cc2CCN1S(=O)(=O)c1ccccc1)OCCCO3 (centres undefined)
3.5% | CC(C)N(C(=O)N1CCN(c2ccnc3cc(Cl)ccc23)CC1)C(C)C
-2.1% | COc1cc(NC(=O)CCCNC(=O)c2ccc(Cl)cc2)cc(OC)c1
5.4% | O=c1oc(-c2ccccc2)cc(Cl)c1Cl
-7.2%[76.3 µM] | COCCNS(=O)(=O)c1ccc(Cl)c(C(=O)NC2CCN(Cc3ccccc3)CC2)c1
4.1% | COc1ccc(NC(=O)c2ccc(S(=O)(=O)N3CCCCC3)cc2)c(OC)c1
1.3% | CNC(=S)N(CCc1c(C)[nH]c2ccc(F)cc12)Cc1cccnc1
3.9% | Cc1ccc(Cn2nc(C)cc2C(=O)Nc2ccccc2Cl)cc1
-3.3%[76.3 µM] | Cc1ccc(CCNC(=O)c2ccc(CS(=O)(=O)Cc3ccc(F)cc3)o2)cc1
-3.2%[76.3 µM] | COc1ccc(NC(=O)CSc2n[nH]c(-c3ccncc3)n2)c([N+](=O)[O-])c1

Some of these compounds in order of number of heavy atoms, ascending:
GAA glycogen mod | canonical_smiles
-1.2% | O=C(NNC(=O)c1cccnc1)c1ccncc1
4.1%[76.3 µM] | CCN1CCc2c(OCC(=O)Nc3ccccc3)cccc2C1=O
-2.1% | COc1cc(NC(=O)CCCNC(=O)c2ccc(Cl)cc2)cc(OC)c1
4.1% | COc1ccc(NC(=O)c2ccc(S(=O)(=O)N3CCCCC3)cc2)c(OC)c1
-7.2%[76.3 µM] | COCCNS(=O)(=O)c1ccc(Cl)c(C(=O)NC2CCN(Cc3ccccc3)CC2)c1

High-throughput results from PubChem.

A portion of the library; the hit share may differ from the screen's.
